tim10-1 inh – growth inhibitors of tim10-1 mutant yeast; AID 463190; 330,000 compounds, 2.2% hits; inhibition, % at 20 µM; S. cerevisiae tim10-1 ts strain growth, BacTiter-Glo, 24 h;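 active = inhibition of at least 40%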;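 also: mutant grown at 25 °C; 0% = DMSO wells with yeast and 100% = wells holding no yeast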
APJ ag – activates the human apelin receptor APJ. P35414. CHO-K1 APJ PathHunter beta-arrestin, luminescence; 0% DMSO wells, 100% apelin. activation, % at 20 µM. 330,000 compounds, 0.11% hits;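 active = activation more than six SD over the plate average, tested at 20 µM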;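 also: 0% = DMSO alone and 100% = apelin-13 at 10 nM; some results filed as inactive read as strong as hits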
Target sequence (P35414 whole entry, looked up): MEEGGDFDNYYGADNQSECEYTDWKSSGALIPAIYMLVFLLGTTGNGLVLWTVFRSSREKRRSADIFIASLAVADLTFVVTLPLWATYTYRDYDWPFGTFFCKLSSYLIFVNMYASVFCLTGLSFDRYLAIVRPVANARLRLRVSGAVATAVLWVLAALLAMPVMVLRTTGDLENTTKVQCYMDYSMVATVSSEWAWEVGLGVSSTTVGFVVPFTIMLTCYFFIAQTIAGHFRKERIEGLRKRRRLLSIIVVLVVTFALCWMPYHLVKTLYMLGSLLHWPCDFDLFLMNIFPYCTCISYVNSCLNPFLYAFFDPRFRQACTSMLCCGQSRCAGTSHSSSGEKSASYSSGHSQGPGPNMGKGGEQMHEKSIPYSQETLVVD
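Material: CHO-K1 APJ beta-arrestin complementation cell line; Input: cell density 1000 per well; Incubation: compound stimulation 90 min at 25 °C, detection 60 min; Signal: luminescence from split beta-galactosidase complementation, Galacton Star/Emerald II substrate; Controls: DMSO-only wells as negative, 10 nM Apelin-13 as positive control.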
tim23-1 inh – growth inhibitors of tim23-1 mutant yeast. 330,000 compounds, 1.3% hits. inhibition, % at 20 µM. S. cerevisiae tim23-1 growth, BacTiter-Glo luminescence, 24 h;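 active = growth inhibition of the mutant yeast at or above 50%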;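 also: temperature-sensitive mutant grown at 25 °C; plate controls were DMSO-treated mutant yeast for no effect and medium wells lacking yeast for full effect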
UPR XBP1 act – activators of adaptive arm of unfolded protein response (XBP1) | CHO-XBP1 luciferase reporter, IRE1-XBP1 UPR activation, luminescence; percent of tunicamycin response, DMSO as zero | activation, % at 20 µM | AID 463104 | 330,000 compounds, 0.33% hits;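 active = versus positive control, 20 µM dose yields 30% or more activation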;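 also: 100% = tunicamycin at 10 µg/mL and 0% = DMSO only wells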
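Assay system: CHO-XBP1 luciferase reporter cells; Schedule: 6 h treatment, 37 °C; Detection: glow luminescence from Steady-Glo reagent; Benchmarks: high control tunicamycin 10 µg/mL final, low control DMSO vehicle only.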
NLRP3 yeast inh – NALP3 inhibition in yeast; 330,000 compounds, 0.39% hits; inhibition, % at 10 µM; Yeast reconstituted NLRP3/ASC/caspase-1, beta-gal luminescence, 24 h;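 active = inhibition of 50% or more; inactive = inhibition below 50%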;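 also: plate controls were induced DMSO wells for no effect and uninduced yeast grown without galactose for full effect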
TIM10 inh – inhibits growth of TIM10 yeast strain. inhibition, % at 10 µM. S. cerevisiae TIM10 strain growth, BacTiter-Glo luminescence, 24 h. AID 463195. 330,000 compounds, 1.4% hits;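 active = inhibition of 40% or more at the single tested concentration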;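 also: wild-type TIM10 isogenic control strain grown at permissive 25 °C; 0% = DMSO yeast wells and 100% = minimal medium wells without yeast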
NR3A LBD binder – modulators (binders) of human NR3A ligand-binding domain; Tm shift relative to glycine control, % at 25 µM; AID 1259313; NR3A LBD differential scanning fluorimetry, Tm shift; 0% = protein alone, 100% = glycine-bound protein; 340,000 compounds, 2.5% hits;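 active = melting temperature shift of at least 10% of the positive control shift, at one fixed dose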
UPR CHOP act – activators of apoptotic arm of unfolded protein response (CHOP); CHO-CHOP luciferase reporter, UPR activation, luminescence; percent of tunicamycin response over DMSO baseline; activation, % at 10 µM; 330,000 compounds, 0.34% hits; AID 449763;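 active = at 10 µM dose, activation of 40% or more, normalized to positive control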;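 also: 100% = tunicamycin at 10 µg/mL and 0% = DMSO alone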
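System: CHO-CHOP luciferase reporter cell line; amount: 500 cells/well; buffer or medium: F12 medium containing 10% fetal bovine serum; incubation: 6 h compound exposure at 37 °C after overnight seeding; measured by: luciferase luminescence after 10 min with Steady-Glo reagent; evaluation: % reporter activation, DMSO baseline versus tunicamycin full activation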
Mdm2 MdmX PPI – disrupts the human Mdm2-MdmX interaction; O15151+Q00987; SaOS-2 split-luciferase Mdm2/MdmX complementation, luminescence; inhibition, % at 8 µM; 330,000 compounds, 3% hits;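 active = inhibition of at least 50% at 8 µM in the primary screen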
Numbers without * were called inactive; . = not tested or not shown. Rows were taken by chance; any-hit rate near 8.2%.

Value order – tim10-1 inh, APJ ag, tim23-1 inh, UPR XBP1 act, NLRP3 yeast inh, TIM10 inh, NR3A LBD binder, UPR CHOP act, Mdm2 MdmX PPI
Cc1cc2ccccc2c(=O)n1CC(=O)NCc1ccco1
→ 1, -1, 3, 2, -5, -6, -3, -0.4, -28
COc1cc(Cl)c(C)cc1NC(=O)CCN1C(=O)NC(C)(C)C1=O
→ -7, 5, 2, 5, 3, -2, 1, 1.5, 11
CC(C)(C)c1ccc(C(=O)NCCCN2CCN(CCCNC(=O)c3ccc(C(C)(C)C)cc3)CC2)cc1
→ 11, 1, 5, 8, 1, 8, -1, 12, 95*
COc1ccc(-c2c(NCCc3ccccc3)c(=O)c2=O)cc1
→ -15, -4, 23, -4, -1, 15, 0, 2.2, 4
CC1(C)Cc2cccc(Oc3ccc(S(=O)(=O)N4CCCC4)cn3)c2O1
→ 35, -1, 17, 2, -17, -10, -1, 0.2, 4
Nc1c(C(=O)Nc2ccc3c(c2)OCCO3)nnn1Cc1ccc(Cl)cc1
→ 0, -5, -6, 1, 21, 9, 4, 7.2, -118
Cc1ccc(/C=C/c2nc3ccccc3c(=O)[nH]2)cc1
→ 14, -1, 10, -7, 11, -16, -1, -5.2, -41
O=C(COC(=O)c1cc([N+](=O)[O-])ccc1N1CCOCC1)c1ccccc1Cl
→ -4, -1, 23, -1, 32, -20, -1, -2.2, 8
Cc1nn(-c2cccc(Cl)c2)c(Cl)c1/C=N/NC(=O)c1cccs1
→ -18, -4, -4, 17, -2, 10, 3, 16, 78*
CC(=O)c1ccc(Cc2ccc(C(C)=O)cc2)cc1
→ -7, -3, 9, -3, 21, -29, -2, -1.2, 18
CSc1cccc(NC(=O)CC(C)n2ccnc2)c1 (stereo unspecified)
→ 9, -1, -9, 2, -3, 11, 1, -0.2, -9
COc1ccc(N2C(=O)c3ccc(C(=O)OC(C)C)cc3C2=O)cc1
→ 4, 1, 5, -1, -6, 13, -1, 1.8, 4
Cc1ccc(F)cc1NC(=O)c1cccc2nccnc12
→ 20, -2, 18, -1, -5, 7, 4, 2.0, 2
CC(C(=O)O)n1c2ccccc2c2cn[nH]c(=O)c21 (stereo unspecified)
→ 6, -2, -9, 1, -1, -6, 3, 0.5, 2
CCCCc1nnc(NC(=O)CN2C(=O)C3CCCCC3C2=O)s1 (stereo unspecified)
→ 0, -4, 10, 1, 13, -3, 3, 8.1, 1
S=C(NCCc1ccccc1)N/N=C/c1c(Cl)cccc1Cl
→ 11, -4, 13, -1, -10, 33, -8, 0.1, 4
O=C(NC1CCS(=O)(=O)C1)c1ccc(Br)o1 (stereo unspecified)
→ -13, 2, 15, 0, -3, -4, 0, -0.1, -12
COC(=O)CNC(=O)C1Cc2ccccc2CN1S(=O)(=O)c1ccc(F)cc1 (stereo unspecified)
→ 6, 0, 14, -2, 2, 13, 0, 0.3, -13
C/C(=N\Nc1c(F)c(F)c(Br)c(F)c1F)c1ccncc1
→ -15, -2, -1, 2, 15, 0, -15, 0.8, 26
CCOc1ccc(NC(=O)c2ccc(-c3csc(C)n3)cc2)cc1
→ 13, 4, 11, 0, 26, 11, 1, 1.5, 3

Reformatted as labelled records: entries from further up
S=C(NCCc1ccccc1)N/N=C/c1c(Cl)cccc1Cl
  tim10-1 inh = 11 | APJ ag = -4 | tim23-1 inh = 13 | UPR XBP1 act = -1 | NLRP3 yeast inh = -10 | TIM10 inh = 33 | NR3A LBD binder = -8 | UPR CHOP act = 0.1 | Mdm2 MdmX PPI = 4

O=C(NC1CCS(=O)(=O)C1)c1ccc(Br)o1 (stereo unspecified)
  tim10-1 inh = -13 | APJ ag = 2 | tim23-1 inh = 15 | UPR XBP1 act = 0 | NLRP3 yeast inh = -3 | TIM10 inh = -4 | NR3A LBD binder = 0 | UPR CHOP act = -0.1 | Mdm2 MdmX PPI = -12

COC(=O)CNC(=O)C1Cc2ccccc2CN1S(=O)(=O)c1ccc(F)cc1 (stereo unspecified)
  tim10-1 inh = 6 | APJ ag = 0 | tim23-1 inh = 14 | UPR XBP1 act = -2 | NLRP3 yeast inh = 2 | TIM10 inh = 13 | NR3A LBD binder = 0 | UPR CHOP act = 0.3 | Mdm2 MdmX PPI = -13

C/C(=N\Nc1c(F)c(F)c(Br)c(F)c1F)c1ccncc1
  tim10-1 inh = -15 | APJ ag = -2 | tim23-1 inh = -1 | UPR XBP1 act = 2 | NLRP3 yeast inh = 15 | TIM10 inh = 0 | NR3A LBD binder = -15 | UPR CHOP act = 0.8 | Mdm2 MdmX PPI = 26

(next part)
Value order – tim10-1 inh, APJ ag, tim23-1 inh, UPR XBP1 act, NLRP3 yeast inh, TIM10 inh, NR3A LBD binder, UPR CHOP act, Mdm2 MdmX PPI
COc1cc(C(C)=O)ccc1Oc1ncnc2c1cnn2-c1ccccc1
→ 18, -1, 4, -1, 7, 0, 0, 3.6, -20
COC(=O)C1=C(C)N(CCc2cc(OC)c(OC)c(OC)c2)C(=O)N[C@H]1c1ccc(Br)cc1
→ 4, 6, 17, -1, 8, 5, ., 0.3, 10
Cc1cc(=O)oc2cc(OCc3ccc(C(=O)OCC(=O)Nc4ccccc4OC(F)F)cc3)ccc12
→ 8, -2, -6, -2, -3, 2, -20, 1.4, 13
CC1=CC2=NCC(O)CN2C=C1 (stereo unspecified)
→ 3, -1, 8, 0, 1, -1, 1, 0.2, 5
CCCCC(=O)OCc1nc(N)nc(Nc2ccccc2C)n1
→ 26, -1, 3, 0, -4, 4, -2, 2.7, -12
Cc1nn(C)cc1CN(C)Cc1ccc(OCC(O)CN2CCCCC2)cc1 (stereo unspecified)
→ -10, -3, -3, -2, 3, -5, 1, 0.5, 18
O=C(NCCCn1ccnc1)c1ccc(S(=O)(=O)N2CCCCCC2)cc1
→ 2, -3, 9, 0, 7, -13, 1, -3.0, 9
O=C(Nc1nccs1)c1ccc(-c2ccc(F)c(Cl)c2)o1
→ 21, -6, 39, 26, 16, 23, 14*, 3.4, -28
Nc1cccc(Nc2ccccc2)c1
→ -2, 1, 13, 5, 19, -1, 0, 1.6, 1
COc1ccc(C(=O)Oc2c(CN3CCOCC3)cc(Cl)c3cccnc23)cc1OC
→ 30, -5, 36, 2, 25, 13, 0, -0.5, 60*
C=CCN1C(=O)C2(C(C#N)=C(N)Oc3n[nH]c(CCC)c32)c2ccccc21 (stereo unspecified)
→ 11, -4, 0, -1, 5, 8, 0, 1.4, 26
COc1ccc(-c2cc(C(=O)N3CCN(c4ncccn4)CC3)c3ccccc3n2)cc1OC
→ 17, 10, 29, -2, 17, 19, -4, 2.3, 29
CCc1nnc(NC(=O)C(C)C)s1
→ -2, -4, 5, -3, 4, -3, -1, -2.6, -6
COc1cc(NC(=O)C2CCC(CNS(=O)(=O)c3csc(C(N)=O)c3)CC2)cc(OC)c1 (stereo unspecified)
→ -3, -1, -5, -3, 13, 1, -1, -0.3, 3
O=C(COc1ccccc1)Nc1nnc(-c2ccc(Cl)cc2)o1
→ 19, 10, 25, -3, 21, 11, -4, -0.9, 16
COc1ccccc1NC(=O)Cn1nc(C)n2cccc2c1=O
→ -11, -1, -4, -4, 12, -1, 0, 0.6, 20
CCCn1c(=O)c2ccccc2n2c(SCc3c(C(=O)OCC)oc4ccccc34)nnc12
→ 37, -1, 41, 6, 17, 33, -1, -0.9, 9
Cc1cc(N2CCOCC2)ccc1/C=C1\NC(=O)N(Cc2ccccc2F)C1=O
→ 2, -4, -12, -1, 13, 0, 0, 0.8, 71*
O=S(=O)(Nc1ccccn1)c1cnc(Cl)c(Br)c1
→ 17, 1, 16, 0, 8, -1, -2, 1.9, 9
CC(=O)c1c(C)[nH]c(C(=O)NCCN2CCC(C)CC2)c1C
→ 5, -1, -3, -1, 21, 3, -1, -0.1, -19
Cc1cccc2sc(NNC(=O)c3ccc(S(=O)(=O)N4CC(C)CC(C)C4)cc3)nc12 (stereo unspecified)
→ 9, 17, 32, 7, -4, -12, 5, -1.1, 88*
CC1CCCC(NC(=O)CSC2CCCCC2)C1C (stereo unspecified)
→ 25, -1, 34, 1, 8, -6, 1, -1.4, 20
COc1cc(NC(=O)Nc2ccc(Cl)c(Cl)c2)c(C(=O)O)cc1OC
→ 13, 0, 2, -1, -7, 17, 6, 1.4, -28
Cc1cc(CNC(=O)c2cc(Br)ccc2Cl)nn1C
→ 11, 3, -2, 2, 2, -4, -8, 0.9, -13
C=CCNc1nc2c(c(=O)[nH]c(=O)n2C)n1CCCCC
→ 9, 2, -1, 0, -7, -3, 2, -0.4, 21
COc1ccc2[nH]c(C)c(CN3CCC(C)CC3)c(=O)c2c1
→ -21, -1, -7, 2, -6, -18, 1, -0.3, 11
CCCn1c(=O)c2ccccc2n2c(SCc3cc(=O)oc4ccc5ccccc5c34)nnc12
→ 21, 1, 10, -1, 7, 10, -2, 0.6, 0
Cc1nc(SCn2nnc3ccccc3c2=O)nc(C)c1C
→ 19, 0, 12, 5, 15, 15, 4, 2.5, 1
CCOc1ccc(N2CC(=O)N/C2=N\c2nc(C)cc(C)n2)cc1
→ 4, 2, 7, -5, 0, -10, 0, 1.8, 10
O=C(NC(=S)NCC1CCCO1)c1ccccc1Br (stereo unspecified)
→ 14, -3, 22, 11, -23, 5, 0, 1.7, -14
Cc1sc2c(c1C)c(=O)n(-c1ccccc1)c1nnc(C)n21
→ 3, 0, 2, -1, 6, 9, 2, -2.4, 6
COc1ccccc1N1C(=O)c2ccc(C(=O)Nc3ccc(C(=O)O)cc3)cc2C1=O
→ -15, -4, 8, -3, 16, 2, 1, -0.3, 11
CCOc1cc(NC(=S)NCC2CCCO2)c(OCC)cc1NC(=O)c1ccc(OC)cc1 (stereo unspecified)
→ 32, 1, 21, -3, 10, 28, -1, -0.9, 11
COc1cc(Cl)c(C)cc1NC(=O)c1ccccc1NC(=O)CN1CCOCC1
→ 38, -4, 28, 4, 10, 13, -1, -2.3, 8
O=C(COC(=O)/C=C/c1ccccc1)Nc1ccc2c(c1)OCCO2
→ 9, -2, 10, -1, -5, -1, 2, 0.9, 3
O=C(CN1C(=O)NC2(CCOc3ccccc32)C1=O)Nc1cccc(Cl)c1 (stereo unspecified)
→ 5, -3, 14, 5, 1, -7, 4, 0.5, -9
Cn1cc(Br)c(C(=O)Nc2sc3c(c2C(N)=O)CCCC3)n1
→ 37, 1, 29, 2, 12, 13, -2, 3.3, 8
O=S(=O)(NCc1cc(-c2ccccc2)no1)c1ccccc1
→ 9, 1, 8, -2, 22, 2, -1, -0.3, 5
Cc1ccnc(NC(=O)c2ccc(NC(=O)c3ccco3)cc2)c1
→ 7, -3, 32, 2, 14, 13, 0, 7.5, -38

Structures listed so far marked active in NR3A LBD binder.
Structure	APJ ag	UPR XBP1 act	NLRP3 yeast inh	TIM10 inh	NR3A LBD binder	Mdm2 MdmX PPI
O=C(Nc1nccs1)c1ccc(-c2ccc(F)c(Cl)c2)o1	-6	26	16	23	14*	-28
